MEKK3 PB1 HTS: raises or lowers MEK5 binding to the human MEKK3 PB1 domain; binding response (% of control), % at 10 µM; AID 1529; Q99759; bead-based flow cytometry, Alexa488-MEK5 binding to MEKK3; actives lie on both sides; 0 = blocked by unlabeled MEK5, 100 = vehicle; actives 1.4% (n = 290,000);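 active means binding response more than 3 SD above or below the average of its plate-row segment, actives on both sides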;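 further: Alexa488 bead fluorescence after subtracting the streptavidin-only scavenger bead signal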
CRFBP-R2 agonist: agonists of human CRF-binding protein/CRF-R2 receptor complex | HEK293 CRF-R2/CRF-BP, calcium dye fluorescence (FLIPR); percent of saturating CRF peptide response | activation, % at 13.2 µM | actives 0.46% (n = 350,000);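 active means activation of at least 50%, plus an integration ratio under a set limit after plate pattern correction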;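 further: plate controls were neutral control wells without compound for no effect and CRF at EC100 for full effect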
PHOSPHO1 inh: inhibitors of human PHOSPHO1 phosphatase | recombinant PHOSPHO1, absorbance phosphatase assay | Q8TCT1 | AID 1565 | actives 1.1% (n = 290,000) | inhibition, % at 13.3 µM; in the data active means inhibition above about 60%
Target sequence (Q8TCT1 whole entry, looked up): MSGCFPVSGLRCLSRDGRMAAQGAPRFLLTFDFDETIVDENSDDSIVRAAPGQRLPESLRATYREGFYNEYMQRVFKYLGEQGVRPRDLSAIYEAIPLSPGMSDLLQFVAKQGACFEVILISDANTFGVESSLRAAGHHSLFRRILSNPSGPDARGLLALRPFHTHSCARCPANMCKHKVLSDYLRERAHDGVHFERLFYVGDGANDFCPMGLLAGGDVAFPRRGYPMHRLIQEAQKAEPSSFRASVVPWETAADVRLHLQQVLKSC
IDE act: activators of human insulin-degrading enzyme in cells; activation, % at 5.96 µM; HEK cells, FAbeta-B cleavage, fluorescence polarization; 0% vehicle, 100% cell-free pure enzyme wells; actives 0.073% (n = 340,000);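 active means activation above the mean of all tested compounds plus 3 SD, set per screening campaign, cut at about 17% in these data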
IDE cell inh: cellular human IDE inhibition | P14735 | AID 434962 | inhibition, % at 5.59 µM | HEK cells, FAbetaB cleavage, fluorescence polarization | actives 0.41% (n = 320,000);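 active means percent inhibition above the average of all tested compounds plus 3 SD, set per screening campaign, cut at about 16% in these data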;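 further: IDE supplied by intact live HEK cells; FP after avidin binding of uncleaved biotin substrate so inhibition keeps polarization high; 0% = DMSO wells and 100% = 60 µM reference IDE inhibitor Ii1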
M4 PAM: CHRM4 positive allosteric modulation; P08173; CHO-K1 hM4/Gqi5, Fluo-8 calcium fluorescence, ACh EC20; 0% = ACh EC20, 100% = maximal ACh; activation, % at 3 µM; actives 0.4% (n = 360,000); AID 624126;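 active means activation above its plate's cutoff, the mean activation of sample wells plus 3 SD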; further: some results filed as inactive read as strong as hits
Target sequence (P08173 whole entry, looked up): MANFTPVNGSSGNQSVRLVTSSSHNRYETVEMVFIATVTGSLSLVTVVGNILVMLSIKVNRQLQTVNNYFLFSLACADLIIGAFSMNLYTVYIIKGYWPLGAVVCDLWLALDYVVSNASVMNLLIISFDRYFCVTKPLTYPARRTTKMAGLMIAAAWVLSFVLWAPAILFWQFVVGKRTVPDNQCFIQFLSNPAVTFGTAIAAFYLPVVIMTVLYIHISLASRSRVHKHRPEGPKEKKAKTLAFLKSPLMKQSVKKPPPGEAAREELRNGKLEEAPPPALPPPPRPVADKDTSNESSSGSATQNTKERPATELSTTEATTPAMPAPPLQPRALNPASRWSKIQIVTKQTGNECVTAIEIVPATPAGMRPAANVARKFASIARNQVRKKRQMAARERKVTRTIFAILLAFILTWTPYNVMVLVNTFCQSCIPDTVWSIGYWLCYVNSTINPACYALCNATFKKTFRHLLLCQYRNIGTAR
pCIP destab: p/CIP protein destabilization | AID 1984 | Q05BA5 | F442A p/CIP-EGFP cells, EGFP fluorescence, 16 h | decrease of EGFP signal, % at 10 µM | actives 0.01% (n = 290,000);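 active means EGFP signal decrease of at least 30% at 10 µM or well 3 SD below plate mean, unless failing retest; inactive means the rest, including hits failing retest or dose response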; further: some compounds called inactive have numbers as strong as hits; many of its hits are not listed in these tables
CRFR2-BP antag: blocks CRF-induced signaling of the CRF-BP/CRF-R2 complex. actives 0.59% (n = 350,000). HEK293 CRF-R2/CRF-BP, CRF-induced calcium fluorescence. inhibition, % at 11.8 µM;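 active means inhibition of the ligand-induced calcium signal above about 50% at the single tested concentration, limit read from the data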
GalR3 antagonist: antagonists of human GalR3; O60755; HEK293 GalR3-CNG cAMP membrane potential fluorescence; galR3 body fused to GalR1 C-terminus; inhibition, % at 3 µM; actives 0.44% (n = 360,000); AID 651719;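 active means inhibition above the screen-wide average plus 3 SD, cut at about 13% in these data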;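 further: forskolin and galanin both at EC90 stimulate the cells; cAMP rise reported by CNG channel membrane potential dye signal; 0% = forskolin plus galanin with DMSO and 100% = forskolin alone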
Target sequence (O60755 1-299 limits assumed): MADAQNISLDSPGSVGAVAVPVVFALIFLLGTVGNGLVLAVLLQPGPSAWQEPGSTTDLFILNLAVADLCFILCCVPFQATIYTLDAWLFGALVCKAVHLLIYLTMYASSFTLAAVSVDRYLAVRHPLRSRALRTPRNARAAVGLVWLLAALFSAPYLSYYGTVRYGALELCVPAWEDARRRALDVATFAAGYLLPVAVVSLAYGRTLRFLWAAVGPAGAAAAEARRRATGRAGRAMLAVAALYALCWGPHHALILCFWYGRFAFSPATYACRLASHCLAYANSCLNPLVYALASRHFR
Numbers without * were called inactive; x = not tested or not shown; & = joins results of further samples; [ ] = another dose, or the depositor's remark. Some of the compounds tested; count on the stated rates, not on these rows.

| SMILES | MEKK3 PB1 HTS | CRFBP-R2 agonist | PHOSPHO1 inh | IDE act | IDE cell inh | M4 PAM | pCIP destab | CRFR2-BP antag | GalR3 antagonist |
| --- | --- | --- | --- | --- | --- | --- | --- | --- | --- |
| CC1=Nc2cc(C(=O)N3CCC4(CC3)OCCO4)ccc2Sc2ccc(Cl)cc21 | 102 | 2.1 | 18 | 4 | 2 | -4 | -3 | -18 | 0 |
| Cc1ccsc1C(=O)C1CCCN(Cc2cnn(C(C)C)c2)C1 (stereo not given) | 103 | 7.5 | -3 | 3 | 1 | -9 | -7 | 9 | -6 |
| C=Cn1c(P(=S)(N2CCOCC2)N2CCOCC2)cc2c1CCCC2 | 86 | -1.2 | 23 | 8 | 3 | 11 | 1 | -16 | -7 |
| O=c1[nH]c(=S)n(-c2ccc(Cl)cc2)c(O)c1/C=N/N1CCOCC1 | 97 | -1.5 | 20 | 2 | 3 | -4 | -10 | 2 | -3 |
| CN(C)C(=O)Oc1ccc(Cl)c2cccnc12 | 96 | -1.4 | 7 | 1 | -2 | 5 | 10 | 25 | -1 |
| C=Cc1cc(OC)c2c(c1)c(=O)oc1c2cc(OC)c2c(O)ccc(C3OC(C)C(O)C(C)(O)C3O)c21 (stereo not given) | x | -5.7 | x | 10 | x | 8 | x | 23 | -5 |
| C/C(=N\N1CCCCCC1)c1c(O)n(C2CCCCC2)c(=O)[nH]c1=O | 90 | -0.7 | -4 | -2 | 1 | -5 | 2 | -16 | -2 |
| Cn1cnnc1Sc1cc(N2CCNCC2)ccc1[N+](=O)[O-] | 101 | -1.2 | -2 | -3 | 4 | -18 | -11 | -1 | 7 |
| CCOC(=O)c1cc2c(cn1)[nH]c1ccccc12 | 92 | 0.0 | 6 | -3 | 1 | -2 | -8 | -35 | 0 |
| CC#CP(=O)(OC)C(O)(CF)c1ccccc1 (stereo not given) | 82 | -1.4 | 5 | 1 | -1 | 3 | 1 | 4 | 3 |
| CCOC(=O)CC(SP1(=S)OCC2(CC=CCC2)CO1)C(=O)OCC (stereo not given) | x | 0.8 | x | 2 | x | -10 | x | 21 | -6 |
| COc1cccc(O)c1CN1CCCC(C(=O)c2ccccc2SC)C1 (stereo not given) | 88 | 0.8 | -3 | 1 | 10 | -10 | 19 | -3 | -3 |
| Cc1ccc(N2C(=O)NC(=O)/C(=C\c3ccc(N4CCOCC4)cc3)C2=O)cc1 | 98 | 5.9 | -4 | 3 | 2 | 2 | 0 | -2 | -3 |
| Cc1cc(OCC(=O)N2C[C@H]3C[C@@H](C2)c2cccc(=O)n2C3)c2c(C)cc(=O)oc2c1 | 101 | 2.0 | 18 | 4 | 13 | 3 | 6 | 0 | 0 |
| COc1ccc(Cl)cc1C(=O)C1CCCN(CCO)C1 (stereo not given) | 105 | -0.4 | 18 | 7 | -2 | -9 | -11 | 3 | 5 |
| O=C(O)c1ccc(-n2c(O)c(/C=C3\C=Nc4ccccc43)c(=O)[nH]c2=O)cc1 | 104 | 1.3 | 14 | -2 | -2 | -6 | -5 | 3 | -10 |
| CCN1C(=O)N(CC)C(=O)C2(Cc3ccccc3N3CCN(c4ccccc4)CC32)C1=O (stereo not given) | 101 | -3.3 | -38 | x | -2 | -2 | 5 | 3 | -2 |
| COCCCn1c(N)c(C(=O)OCCOC)c2nc3ccccc3nc21 | 103 | -1.7 | -12 | 1 | 3 | 3 | -16 | 13 | 5 |
| CC(=NCc1ccco1)c1c(O)n(C)c(=O)n(C)c1=O | 98 | -1.4 | 15 | -7 | 2 | 9 | -1 | 7 | -2 |
| N#CC(C#N)=C(C#N)c1ccc(Nc2ccccc2)cc1 | 95 | -0.8 | -8 | 1 | 6 | -3 | -12 | 16 | 1 |
| COC(=O)C1=C(c2ccc(F)cc2OCc2ccccc2)C[C@@H]2CC[C@H]1N2C(=O)NCc1ccc(N(C)C)cc1 | x | -1.5 | x | 7 | 1 | -7 | x | 13 | -2 |
| COC(=O)C1=C(c2c(C)noc2C)C[C@@H]2CC[C@H]1N2C(=O)NCc1ccc2c(c1)OCO2 | x | -0.6 | x | 3 | 4 | -1 | x | -4 | -1 |
| C[C@]12CC[C@@H](O)CC1=CCC1C2CC[C@]2(C)C(=O)[C@H](F)CC12 (stereo not given in full) | x | 1.3 | x | -1 | 3 | -2 | x | -17 | -4 |
| Cc1ccccc1C(=O)NC(Oc1ccccc1)C(Cl)(Cl)Cl (stereo not given) | 102 | 2.9 | -21 | 3 | -4 | -22 | -2 | 10 | 0 |
| Cc1cc(C)n(-c2ccc(NN=C(C#N)C#N)cc2)n1 | 40*[inhibitor] | 53* | 43 | 9 | 6 | -17 | -5 | 38 | 0 |
| CCOC(=O)c1cc(CC)sc1/N=C/c1c(O)[nH]c(=S)[nH]c1=O | 97 | 12 | -2 | -3 | 5 | 14 | -1 | -11 | -5 |
| CCOC(=O)c1c(C)n(Cc2ccccc2)c2ccc(O)cc12 | 104 | -0.2 | 18 | 6 | 2 | -2 | -16 | -2 | -3 |
| CC1([N+](=O)[O-])COP(=O)(Nc2cccc(Br)c2)OC1 (stereo not given) | x | 3.0 | x | -6 | x | 0 | x | -7 | -5 |
| CCOc1ccc(-n2c(O)c(C=Nc3ccc(N4CCOCC4)cc3)c(=O)[nH]c2=O)cc1 | 100 | 0.8 | 40 | -1 | -3 | 5 | -1 | 3 | -1 |
| COC1C(O)C(C)OC(OC2C(Oc3cccc4c(O)c5c(=O)oc6ccc(C)c7c(=O)oc(c34)c5c67)OC(C)C(O)C2O)C1O (stereo not given) | x | 1.5 | x | -4 | x | 2 | x | 5 | -6 |

Other compounds:
Each structure is followed by: MEKK3 PB1 HTS, CRFBP-R2 agonist, PHOSPHO1 inh, IDE act, IDE cell inh, M4 PAM, pCIP destab, CRFR2-BP antag, GalR3 antagonist
> Cn1c(O)c(/C=N/c2ncccn2)c(=O)n(C)c1=O
  100, -0.5, 19, -9, 1, 10, -6, 17, -6
> CCC(C)NS(=O)(=O)c1ccc(OCC(=O)N2CCN(CC)CC2)cc1 (stereo not given)
  104, -0.2, -3, -2, 5, 0, 9, 1, 0
> C[C@]12CCC3C(CC[C@@H]4CC(=O)CC[C@]34C)C1CC[C@@H]2O (stereo not given in full)
  x, 4.8, x, 2, 6, -3, x, -15, 3
> Nc1ccccc1Cl
  x, -1.4, x, 8, 1, 1, x, 11, 1
> COc1ccc(NP(=O)(Oc2ccccc2OC)Oc2ccccc2OC)cc1
  91, -0.5, -2, -1, 1, -12, -5, -17, -5
> CC(N)Cc1c[nH]c2ccc(Cl)cc12 (stereo not given)
  105, 2.0, x, 0, 5, 3, x, 4, -11
> CN(C)C1CCc2[nH]c3c(F)cc(F)cc3c2C1 (stereo not given)
  x, -1.3, x, x, x, -2, x, 11, -10
> Ic1ccccc1CN[C@@H]1C2CCN(CC2)[C@@H]1C(c1ccccc1)c1ccccc1
  x, 0.2, x, 2, 5, -9, x, -44, -6
> Cn1ccc(NC(=O)CCl)n1
  88, 0.7, -5, -4, 3, 8, -6, 5, -4
> COC(=O)CC1=C(C(=O)OC)C2(C(=O)Nc3c(C)cccc32)C(C#N)=C(N)O1 (stereo not given)
  96, -0.3, 14, -1, 12, 1, 1, 9, -4
> O=[N+]([O-])c1ccc(C[n+]2c(-c3ccccc3)cc(-c3ccccc3)cc2-c2ccccc2)cc1
  x, 0.9, x, 4, 4, 2, x, -4, 0
> Cc1c(P(=S)(c2ccccc2)c2ccccc2)[n+]2ccccc2n1C
  96, -1.4, -56, 2, x, -14&-12, 5, 30, -7&-9
> CCCC1COC(Cn2cncn2)(c2ccc(Cl)cc2Cl)O1 (stereo not given)
  103, 0.3, 45, 4, -2, -6, -12, -6, -4
> CC1CCC(C(C)C)C(OC(=O)Cn2c(COc3ccccc3)[n+](C)c3ccccc32)C1 (stereo not given)
  69, 3.0, 8, 21*, -10, -38, -14, -21, 0
> CC(NCc1ccccc1C(F)(F)F)C(O)c1ccccc1 (stereo not given)
  91, 1.1, -19, 0, -1, 8, 15, 3, -2
> CC(C)C(NC(=O)C(C(C)C)N(C)C)C(=O)N(C)C(C(=O)N1CCCC1C(=O)N1CCCC1C(=O)NCc1ccccc1)C(C)C (stereo not given)
  x, 6.3, x, -2, x, 11, x, -5, -4
> CCCCC(=O)N/N=C/c1c(O)n(CCCC)c(=S)[nH]c1=O
  101, -1.9, 40, 0, -7, -2, -7, -1, -4
> CC1CCCC(NC(=O)CNC(=S)N2CC3CC(C2)c2cccc(=O)n2C3)C1C (stereo not given)
  100, 0.4, 1, 2, 2, 5, 3, -3, -9
> CC(C)[C@]12O[C@H]1[C@@H]1O[C@]13[C@]1(O[C@H]1C[C@H]1C4=C(CC[C@@]13C)C(=O)OC4)[C@@H]2O
  88&103, x, 12, x, 2, x, -18, x, x
> Clc1ccc(N2CC2c2ccncc2)cc1 (stereo not given)
  102, -1.7, -12, -5, 9, -6, 0, 6, -8

The closing 4 compounds of the section before are carried over, then new ones follow:
Each structure is followed by: MEKK3 PB1 HTS, CRFBP-R2 agonist, PHOSPHO1 inh, IDE act, IDE cell inh, M4 PAM, pCIP destab, CRFR2-BP antag, GalR3 antagonist
> CCCCC(=O)N/N=C/c1c(O)n(CCCC)c(=S)[nH]c1=O
  101, -1.9, 40, 0, -7, -2, -7, -1, -4
> CC1CCCC(NC(=O)CNC(=S)N2CC3CC(C2)c2cccc(=O)n2C3)C1C (stereo not given)
  100, 0.4, 1, 2, 2, 5, 3, -3, -9
> CC(C)[C@]12O[C@H]1[C@@H]1O[C@]13[C@]1(O[C@H]1C[C@H]1C4=C(CC[C@@]13C)C(=O)OC4)[C@@H]2O
  88&103, x, 12, x, 2, x, -18, x, x
> Clc1ccc(N2CC2c2ccncc2)cc1 (stereo not given)
  102, -1.7, -12, -5, 9, -6, 0, 6, -8
> COC(=O)C(O)(c1ccc(NC(=O)c2cccs2)cc1)C(F)(F)F (stereo not given)
  106, 0.5, 6, x, 6, -3, -10, -1, -3
> CN1CCN(Cc2ccc(Br)s2)CC1
  106, 1.4, 3, 1, -4, 0, -4, 1, -8
> Cc1cc2c(C(F)(F)F)cc(=O)oc2c2c1NCCC2
  100, 178*, 45, -12, 5, 10, -78, -214, 1
> CC1CN=C(NC(C)c2ccccc2)S1 (stereo not given)
  103, -0.8, 29, 6, 3, -4, 7, 6, -3
> CC(C)c1ccc(NC(=O)N2C[C@H]3C[C@@H](C2)c2cccc(=O)n2C3)cc1
  103, 1.6, 13, 2, 2, 4, 0, -5, -6
> Cc1cccnc1-n1c(C)nc2ccccc2c1=O
  91, 8.8, -22, 6, 1, 3, 16, 30, -6
> CC(C)Sc1nnc([C@@H](N)Cc2ccccc2)o1
  101, -3.1, 37, 6, 4, 11, -11, 5, -3
> CC(C)c1ccc(-n2c(O)c(/C=N/NC(=O)c3ccccc3O)c(=O)[nH]c2=S)cc1
  91, 1.0, 12, 2, -5, -2, -2, 24, -4
> CCN1C(=O)C(=Cc2ccc(N3CCOCC3)o2)C(=O)N(CC)C1=S
  97, 36, 8, -45, 12, -1, -186, -68, 1
> Cc1cc(C)cc(NC2=NCCCS2)c1
  94, 2.8, -7, -1, 4, 6, 2, -26, -6
> CCCc1cc(=O)oc2cc(OCC(=O)N3CCN(Cc4ccc5c(c4)OCO5)CC3)ccc12
  102, -1.1, 3, -9, 11, 4, -1, -7, 4
> C#CCOC(=O)C1=CCCN(C)C1
  x, -1.3, x, -3, -1, -19, x, 3, x
> O=C(Nc1cccc(C(F)(F)F)c1)OC1CN2CCC1CC2 (stereo not given)
  111, 2.4, 31, 5, 2, -16, -6, -7, -9
> COc1ccccc1Sc1ccccc1CC(C)N (stereo not given)
  95, 1.7, 9, 3, 2, 9, 3, -26, -8
> CCC(=O)OC1(Cc2ccc(CC)cc2)CC(C)N(C)CC1C (stereo not given)
  105, -0.7, 36, 6, 4, -2, 3, 1, -3
